pPAFAH FP inh: pPAFAH (human) enzyme inhibition | Q13093 | recombinant pPAFAH, FP-rhodamine probe fluorescence polarization | inhibition, % at 3.39 µM | 330,000 compounds, 1.5% hits | AID 463082;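 active means inhibition above the mean inhibition across the screen plus 3 SD, cut at about 25% in these data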;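 further: inhibitors block binding of the rhodamine activity-based probe so polarization drops; 0% = enzyme with DMSO and 100% = wells lacking pPAFAH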
Target sequence (Q13093 whole entry, looked up): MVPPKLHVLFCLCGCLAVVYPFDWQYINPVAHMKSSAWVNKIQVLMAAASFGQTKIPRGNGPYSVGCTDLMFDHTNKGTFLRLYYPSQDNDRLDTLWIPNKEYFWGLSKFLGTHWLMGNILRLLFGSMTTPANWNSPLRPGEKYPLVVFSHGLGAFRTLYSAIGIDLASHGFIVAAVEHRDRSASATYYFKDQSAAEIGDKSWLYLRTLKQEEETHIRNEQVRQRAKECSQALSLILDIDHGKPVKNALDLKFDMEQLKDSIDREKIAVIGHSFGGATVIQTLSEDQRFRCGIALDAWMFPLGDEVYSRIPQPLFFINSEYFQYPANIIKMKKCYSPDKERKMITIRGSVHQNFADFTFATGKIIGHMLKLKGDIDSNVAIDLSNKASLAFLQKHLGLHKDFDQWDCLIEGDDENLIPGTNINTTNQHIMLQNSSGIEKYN
AHR activator: activates the human aryl hydrocarbon receptor | P35869 | AHR-responsive luciferase reporter cells, luminescence | activation, % at 5 µM | 320,000 compounds, 2.5% hits; in the data active means activation above about 47%;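 further: 0% = vehicle wells and 100% = reference agonist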
GLD-1 TGE inh: GLD-1-TGE RNA interaction inhibition (C. elegans) | 320,000 compounds, 0.44% hits | inhibition, % at 5.96 µM | AID 2280 | Q17339 | purified GLD-1 + fluorescein TGE RNA, fluorescence polarization;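 active means percent inhibition above a per-plate cutoff, the plate mean of test compounds plus 3 SD, cut at about 30% in these data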;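 further: 0% = DMSO wells with GLD-1 and probe and 100% = wells lacking GLD-1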
MCL1-BIM inh: disrupts human MCL1 binding to BIM-BH3 peptide; inhibition, % at 10.9 µM; Q07820; AID 2057; GST-MCL1 / FITC-Bim-BH3 fluorescence polarization; 320,000 compounds, 0.68% hits;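 active means inhibition above the mean inhibition of all tested compounds plus 3 SD, set per campaign, cut at about 40% in these data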;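 further: 0% = DMSO wells and 100% = unlabeled Bim-BH3 peptide control; higher means more loss of mP so more displacement of Bim peptide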
BCLXL inh: Bcl-xL (human) inhibition | Q07817 | GST-Bcl-xL / FITC-Bim BH3 peptide fluorescence polarization | inhibition, % at 10.9 µM | 320,000 compounds, 0.7% hits | AID 2129;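 active means inhibition above the mean of all tested compounds plus 3 SD, cutoff set per campaign, cut at about 30% in these data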;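 further: 0% = DMSO wells and 100% = unlabeled Bim-BH3 peptide competitor; inhibitors lower millipolarization by displacing the labeled peptide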
Fam108B counter: blocks mouse Fam108B hydrolase in RBBP9 counter-screen. recombinant Fam108B, FP-Rh probe fluorescence polarization. inhibition, % at 9.51 µM. 300,000 compounds, 0.33% hits. AID 1947;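 active means inhibition above the screen mean inhibition plus 3 SD, computed separately per campaign, cut at about 18% in these data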;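 further: inhibitors lower polarization as less probe binds the enzyme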
PME-1 inh: blocks human protein phosphatase methylesterase 1. recombinant PME-1, FP-Rh probe fluorescence polarization. inhibition, % at 5.9 µM. 320,000 compounds, 0.53% hits. AID 2130;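 active means inhibition above the campaign mean of all compounds plus 3 SD, cut at about 26% in these data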;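 further: competitive labeling of PME-1 active site by serine hydrolase directed probe; 0% = PME-1 with DMSO and 100% = wells lacking PME-1 enzyme; inhibitors block probe labeling so polarization falls and inhibition rises; many of its hits are not listed in these tables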
PAFAH1B2 inh: blocks human PAF acetylhydrolase 1b catalytic subunit 2; recombinant PAFAH1B2, FP-rhodamine activity probe, fluorescence polarization; 340,000 compounds, 1.2% hits; P68402; inhibition, % at 3.39 µM;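 active means inhibition above the mean of all tested compounds plus 3 SD, cut at about 24% in these data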;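 further: 0% = enzyme with DMSO and 100% = wells lacking PAFAH1B2; many of its hits are not listed in these tables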
MEX-5 binding: C. elegans MEX-5 TCR-2 RNA binding activity; Q9XUB2; MEX-5/FITC-TCR2 RNA binding, fluorescence polarization; stronger effect = lower value; 300,000 compounds, 0.38% hits; AID 1832; activity score (negative = inhibition of binding), % at 10 µM;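 active means inhibition past about -25% in most replicates, and total fluorescence under double the plate's negative control median, limit read from the data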;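 further: 0% = DMSO and -100% = 5 µM competing unlabeled TCR2 RNA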
Target sequence (Q9XUB2 whole entry, looked up): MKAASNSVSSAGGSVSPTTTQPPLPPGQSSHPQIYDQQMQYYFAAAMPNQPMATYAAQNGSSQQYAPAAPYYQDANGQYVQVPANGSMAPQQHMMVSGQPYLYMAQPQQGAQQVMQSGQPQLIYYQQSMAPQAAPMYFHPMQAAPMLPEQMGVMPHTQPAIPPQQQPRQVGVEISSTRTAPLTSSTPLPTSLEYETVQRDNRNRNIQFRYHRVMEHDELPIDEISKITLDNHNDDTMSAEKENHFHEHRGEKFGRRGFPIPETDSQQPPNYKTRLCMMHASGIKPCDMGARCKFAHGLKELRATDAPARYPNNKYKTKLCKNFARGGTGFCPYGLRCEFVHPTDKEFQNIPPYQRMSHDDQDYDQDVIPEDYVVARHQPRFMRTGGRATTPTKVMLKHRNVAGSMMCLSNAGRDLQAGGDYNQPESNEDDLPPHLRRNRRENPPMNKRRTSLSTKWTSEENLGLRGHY
* = called active by the depositor; . = not tested or not shown.

structure	pPAFAH FP inh	AHR activator	GLD-1 TGE inh	MCL1-BIM inh	BCLXL inh	Fam108B counter	PME-1 inh	PAFAH1B2 inh	MEX-5 binding
COc1ccccc1N(C)S(=O)(=O)c1ccc(C(=O)Nc2nc(C)c(C(C)=O)s2)cc1	3	0	4	13	6	.	-7	-6	.
COc1ccc(OCc2cc(C(=O)N(Cc3nccn3C)C(C)C)no2)c2ccccc12	3	20	6	-2	4	1	2	-2	-0.3
O=C(NCC1CCCO1)c1ccccn1 (stereo unspecified)	1	-2	6	5	4	-1	0	-2	1.0
CCn1c(SCC(=O)Nc2nccc(C)n2)nc2ccccc21	-5	10	10	11	-1	-2	-5	5	-3.9
CC(=O)NC(Cc1ccccc1)C(=O)OCC(=O)c1ccc(Cl)cc1 (stereo unspecified)	0	0	4	5	6	0	-5	10	0.3
CC(=O)c1ccc(NC(=O)c2ccc(C)c(S(=O)(=O)N3CCOCC3)c2)cc1	8	-2	3	6	6	-2	0	2	0.4
COc1cc(/C=N/NC(=S)NCc2ccccc2)ccc1OCC#N	8	19	2	10	2	-9	-16	-2	0.9
Cc1nc(Nc2ccccc2)sc1-c1ccccc1	27*	72*	3	4	2	1	13	7	0.1
CC(C)C(=O)Nc1nnc(SCC(=O)NCc2ccc3c(c2)OCO3)s1	2	1	-4	7	7	1	-1	2	-0.5
CCCCN(C)c1c(N2CCC(C(=O)OCC)CC2)c(=O)c1=O	4	3	0	0	19	3	3	-2	-4.2
CCCn1c(N)c(N(CCOC)C(=O)c2cc3c(s2)CCC(CC)C3)c(=O)[nH]c1=O (stereo unspecified)	0	1	2	-9	-4	.	0	1	.
CC(C)N1C(=O)S/C(=C/c2cccnc2)C1=O	-2	0	3	11	3	5	8	9	-0.3

Three compounds out of the list above, sorted by the value under GLD-1 TGE inh, low to high:
Compound | GLD-1 TGE inh
COc1cc(/C=N/NC(=S)NCc2ccccc2)ccc1OCC#N | 2
CC(=O)c1ccc(NC(=O)c2ccc(C)c(S(=O)(=O)N3CCOCC3)c2)cc1 | 3
COc1ccc(OCc2cc(C(=O)N(Cc3nccn3C)C(C)C)no2)c2ccccc12 | 6

Compound profiles, from the list above.
O=C(NCC1CCCO1)c1ccccn1 (stereo unspecified) in the list: pPAFAH FP inh = 1; AHR activator = -2; GLD-1 TGE inh = 6; MCL1-BIM inh = 5; BCLXL inh = 4; Fam108B counter = -1; PME-1 inh = 0; PAFAH1B2 inh = -2; MEX-5 binding = 1.0
CCCCN(C)c1c(N2CCC(C(=O)OCC)CC2)c(=O)c1=O in the list: pPAFAH FP inh = 4; AHR activator = 3; GLD-1 TGE inh = 0; MCL1-BIM inh = 0; BCLXL inh = 19; Fam108B counter = 3; PME-1 inh = 3; PAFAH1B2 inh = -2; MEX-5 binding = -4.2

Copied from the list:
Under PAFAH1B2 inh, `COc1ccc(OCc2cc(C(=O)N(Cc3nccn3C)C(C)C)no2)c2ccccc12` reads -2
Under PME-1 inh, `COc1ccccc1N(C)S(=O)(=O)c1ccc(C(=O)Nc2nc(C)c(C(C)=O)s2)cc1` reads -7

Following part:
structure	pPAFAH FP inh	AHR activator	GLD-1 TGE inh	MCL1-BIM inh	BCLXL inh	Fam108B counter	PME-1 inh	PAFAH1B2 inh	MEX-5 binding
Cc1cc(=O)[nH]c(SCC(=O)NN(c2ccccc2)c2ccccc2)n1	4	1	3	-3	-2	-10	-13	13	-0.2
CC(=O)c1c(O)c2ccccc2n(C2CCCCC2)c1=O	0	1	7	-1	-5	1	-7	8	-0.2
CN(C(=O)COC(=O)c1ccc(-c2ccc(O)cc2)cc1)C1CCS(=O)(=O)C1 (stereo unspecified)	-3	1	1	-5	3	-1	-7	4	0.2
COc1cccc(CC(=O)Nc2nc(-c3ccc(F)c(F)c3)cs2)c1	-7	-6	-4	13	5	-15	-32	-4	0.8
CC(=O)Nc1cccc(NC(=O)C2CCCN2C(=O)Nc2ccc(C)cc2)c1 (stereo unspecified)	-2	-2	4	-1	3	3	0	1	-0.2
CC1C(=O)N(Cc2cccc(F)c2)c2ccccc2N1C(=O)c1ccccc1 (stereo unspecified)	3	2	-8	4	8	9	16	11	0.9
Cc1cccn2c(=O)c3cc(C(=O)NCCCOC(C)C)sc3nc12	-2	-3	-2	0	4	1	-1	-2	3.4
Cc1ccc(C(=O)NCC(=O)NC23CC4CC(CC(C4)C2)C3)cc1	5	13	2	8	3	-6	6	4	-1.9
CCOC(=O)c1ccc(NC(=O)c2nc[nH]c2C(=O)N2CCC(C)CC2)cc1	4	16	-5	2	3	-2	-3	0	1.4
O=S(=O)(c1ccc(NC2CCCCC2)cc1)N1CCOCC1	0	-1	5	4	6	-3	-2	2	0.1
O=C(CC(=O)NC1CCCCC1)N/N=C/c1ccccc1Cl	6	-1	-4	-10	-1	-1	-2	-4	2.1
Cc1ccc(C(=O)/C=C/Nc2cccc(O)c2)cc1	8	-2	13	40*	40*	4	0	4	-1.6
O=C(c1ccc2c3n(nc2c1)-c1ccccc1CO3)N1CCCCC1	4	6	-1	9	6	0	0	5	-2.0
CC(Sc1nc(N)cc(=O)[nH]1)C(=O)NCC(=O)Nc1ccc(F)c(F)c1F (stereo unspecified)	2	3	-1	2	5	.	6	-2	.
Cc1nnc(NC(=O)CSc2nnc(Cc3cccn3C)n2C)s1	-2	0	6	8	5	-5	-5	-1	2.0
Cc1ccc(N2CCN(CC(O)COC3CCCCC3)CC2)cc1 (stereo unspecified)	0	2	-5	-1	-3	7	-1	4	1.3
Cc1[nH]n(C(C)(C)C)c(=O)c1Sc1ccccc1	6	0	8	13	7	3	-2	9	-1.7
O=S(=O)(O)c1ccc(SCc2ccccc2)nc1	-1	1	8	2	2	2	3	10	1.0
COc1cc(Cl)c(C)cc1NC(=O)CN1C(=O)C2CC=CCC2C1=O (stereo unspecified)	1	6	3	.	.	.	.	1	.
COc1ccc(NCC(=O)N/N=C/C=C\c2ccccc2)cc1	2	12	-1	2	3	3	-7	-1	-0.6
O=C(CNC(=O)c1ccncc1)N/N=C/c1cccc([N+](=O)[O-])c1	-2	-1	4	-12	-6	4	5	-5	-1.3
CCCCS(=O)(=O)N1C2=NC(C(=O)OC)=C(C(=O)OC)[C@@H]3N(C)c4ccc(OC)cc4[C@]23C[C@H]1C(=O)OC	12	-1	4	9	9	7	0	-2	1.0
Cc1ccc(CNC(=O)c2ccc3c(c2)S(=O)(=O)c2ccccc2C3=O)o1	10	3	-3	10	5	2	5	8	-0.8
Cc1ccc(NC(=S)NCCO)c(C)c1	5	1	-2	6	4	5	0	3	-1.6

Reprinted from the part before: two entries, followed by the next part.
structure	pPAFAH FP inh	AHR activator	GLD-1 TGE inh	MCL1-BIM inh	BCLXL inh	Fam108B counter	PME-1 inh	PAFAH1B2 inh	MEX-5 binding
Cc1ccc(CNC(=O)c2ccc3c(c2)S(=O)(=O)c2ccccc2C3=O)o1	10	3	-3	10	5	2	5	8	-0.8
Cc1ccc(NC(=S)NCCO)c(C)c1	5	1	-2	6	4	5	0	3	-1.6
O=C(NNC(=O)c1ccccc1Br)c1ccccc1Cl	2	1	4	9	7	1	1	2	-0.6
CCOc1ccccc1/C=C(\C#N)C1=CCCC1	1	4	-1	2	3	1	3	9	-4.5
C/C(=C\c1ccc2c(c1)OCO2)C1Nc2cccc3cccc(c23)N1	6	45	5	18	16	.	37*	10	.
Cn1cccc1CNCc1ccccc1Cl	12	-2	4	4	-2	-3	-5	-3	2.4
C=CCC[C@@H](Cc1ccc(F)cc1)C(=O)OC[C@@H](Cc1c[nH]c2ccccc12)NC(=O)[C@@H](CC=C)CC(=O)N(CCO)Cc1ccccc1	9	-1	4	.	.	.	.	2	.
O=C(NCCCn1cccn1)C1CCC(=O)N(Cc2cccc(C(F)(F)F)c2)C1 (stereo unspecified)	2	-2	-3	0	5	0	0	1	-1.9
CCC(c1nnnn1Cc1ccc2c(c1)OCO2)N1CCN(c2ccc(F)cc2)CC1 (stereo unspecified)	10	12	9	8	3	-3	-3	1	3.4
COc1cccc(NC(=O)CN(C)C(=O)c2cc(S(=O)(=O)N3CCCCCC3)ccc2OC)c1	7	-2	3	2	4	.	7	4	.
CCOc1cc(/C=N/NC(=O)COc2cccc(C)c2)ccc1OC(=O)c1cccs1	-14	8	1	8	6	-19	-51	-18	1.0
O=C(Nc1ccc(-c2ccc([N+](=O)[O-])cc2)cc1)c1ccccc1F	1	-7	3	4	4	-5	0	1	2.3
C=CC[C@@H](CC(=O)NCCO)C(=O)N[C@@H](COC(=O)[C@@H](CC=C)CC(=O)OC(C)(C)C)Cc1c[nH]c2ccccc12	7	5	-4	.	.	.	.	9	.
Oc1ccccc1-c1nnc(COc2ccccc2)o1	7	1	5	12	4	-1	-2	10	-6.5

Source: PubChem BioAssay (several laboratories)

Only part of the results is shown (hit frequency here may not be typical).
